High-throughput results as filed in PubChem.
mcGAS MS inh – mouse cGAS inhibition by mass spec | Q8C6L5 | recombinant mouse cGAS, cGAMP by RapidFire MS | inhibition, % at 12.5 µM | 130,000 compounds, 0.18% hits | AID 1259397;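 active = inhibition of cGAS enzyme activity at or above 60%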;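 note: enzyme stimulated by 45 bp dsDNA with ATP and GTP substrates; cGAMP share of summed cGAMP plus half ATP and half GTP signals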
Target sequence (Q8C6L5 whole entry, looked up): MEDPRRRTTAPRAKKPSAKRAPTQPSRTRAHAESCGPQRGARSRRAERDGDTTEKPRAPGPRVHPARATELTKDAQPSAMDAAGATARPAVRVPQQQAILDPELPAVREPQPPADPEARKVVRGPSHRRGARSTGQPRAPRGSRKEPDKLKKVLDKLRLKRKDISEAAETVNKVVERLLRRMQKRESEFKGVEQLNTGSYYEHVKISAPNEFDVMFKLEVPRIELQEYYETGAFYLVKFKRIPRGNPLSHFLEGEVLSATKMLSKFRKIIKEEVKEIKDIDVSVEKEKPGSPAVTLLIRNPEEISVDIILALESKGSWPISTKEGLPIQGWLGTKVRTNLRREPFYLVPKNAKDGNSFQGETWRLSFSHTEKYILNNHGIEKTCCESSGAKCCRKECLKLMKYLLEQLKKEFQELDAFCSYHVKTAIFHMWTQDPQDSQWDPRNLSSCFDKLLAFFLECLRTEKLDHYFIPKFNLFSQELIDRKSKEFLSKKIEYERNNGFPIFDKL
* marks the source's active call; other numbers are inactive results; & = joins results of further samples. This is a subset. The share of hits here may be higher or lower than overall.

SMILES | mcGAS MS inh
O=C(CCc1ccccc1)N1CCCC(OCc2ccc(Br)cc2)C1 (centres undefined) | -5
CCCC(C)NC(=O)C(C)N(C)CC(C)C (centres undefined) | -2
Cc1cc(S(N)(=O)=O)cc(NC(=O)CN(C)CC(=O)N2CCCC2)c1C | -6
O=C(COc1ccc(Cl)cc1C(=O)Nc1ccccc1)NCC1CCCO1 (centres undefined) | -10
Cc1ccc(Nc2nnc(SCC(C#N)CCC#N)s2)c(C)c1 (centres undefined) | -31
Nc1[nH]c(=O)ncc1-c1ccc(-c2ccccc2)s1 | -5
CSCCC(C(=O)O)N1C(=O)C2CCCCC2C1=O (centres undefined) | -4
Cc1cccc(-n2c(=O)[nH]c3c(C(N)=O)nc(-c4ccco4)nc32)c1 | -13
O=C(Cc1[nH]nc2ccccc12)N1CCCC1CC1CCCCC1 (centres undefined) | -19
CC(C)Cn1c(O)c(C2=c3ccc(Cl)cc3=NC2=O)c2ccccc21 | -6
Cc1nnc(Sc2nc3c(c(=O)[nH]c(=O)n3C)n2Cc2ccc(Cl)cc2)s1 | -6
N#CCCN1CCN(S(=O)(=O)c2ccc(S(=O)(=O)NC3CCCC3)cc2)CC1 | 10
CCn1c2ccccc2n2c(SCc3nc4ccccc4[nH]3)nnc12 | 1
C=CCN(Cc1ccccc1OC)C(=O)c1c(C)nn(C)c1C | -16
Cc1c(C(=O)N2CC(C)CC(C)C2)c(C(F)(F)F)nn1C1CCCN(C)C1 (centres undefined) | -6

The closing 3 entries of the section above lead into the next:
SMILES | mcGAS MS inh
CCn1c2ccccc2n2c(SCc3nc4ccccc4[nH]3)nnc12 | 1
C=CCN(Cc1ccccc1OC)C(=O)c1c(C)nn(C)c1C | -16
Cc1c(C(=O)N2CC(C)CC(C)C2)c(C(F)(F)F)nn1C1CCCN(C)C1 (centres undefined) | -6
O=C1OC(Cc2ccncc2)C(=O)C1C1=NCCCN1 (centres undefined) | 1
CCN(Cc1cccc2cccnc12)C(C)c1ccc(C#N)cc1 (centres undefined) | -2
COc1ccccc1NC(=O)CCNC(=O)c1ccc2c(c1)CCO2 | -5
Cc1noc(C)c1C1CCCN1C(=O)c1ccc(Cn2ccnc2)o1 (centres undefined) | -10
CCc1[nH]c2c(CNC(=O)C(C)N3CCN(C)CC3)cc(C)cc2c1C (centres undefined) | 4
CS(=O)(=O)C1CCC(OC(=O)c2coc3ccccc23)C1 (centres undefined) | -3
O=C(NC1CC1)C1CCCN(C2CCN(C(=O)c3coc4ccccc34)CC2)C1 (centres undefined) | -15
Cc1noc(-c2ccc(N(C)Cc3cccnc3)nc2)n1 | 1
O=C(NCCc1cscn1)c1cc(COc2cccc(F)c2)[nH]n1 | 1
Cc1noc(C)c1S(=O)(=O)Nc1ccc(OC(F)F)cc1 | -10
CC(Cc1cccs1)C(=O)NCc1ccc(S(N)(=O)=O)cc1 (centres undefined) | -9
CN(C)S(=O)(=O)c1ccc(C(=O)N2CCN=C2SCc2ccccc2)cc1 | -6
CC(NC(=O)Nc1ccc(S(C)=O)cc1)c1ccc(F)c(F)c1 (centres undefined) | -3
COC(=O)c1ccccc1C(=O)N1CCCC(CO)(CCc2ccccc2)C1 (centres undefined) | -5
CC(=O)Nc1nc2nc(C)cc(C)n2[n+]1-c1ccccc1 | -3
CC1OC(=O)C(C(=O)C(C)(C)C)=C(C(C)(C)C)O1 (centres undefined) | -23
COCc1ccc(C(=O)NC(C#N)c2ccccc2C)cc1 (centres undefined) | -5
c1ccc(CN2CCCCC2CCNc2ncnc3c2CCNC3)cc1 (centres undefined) | 7
CCn1nc(C)c(-c2c(-c3ccccc3)ncn2CCc2ccncc2)c1C | -14
c1ccc(-c2ncn(C3CCSC3)c2-c2cccn2-c2ncccn2)cc1 (centres undefined) | -11
CN(C)c1nc(N)nc(CN2CCOc3ccc(F)cc32)n1 | -11
Cc1ccc(CN2CCCn3c2nc2c3c(=O)[nH]c(=O)n2C)cc1 | 1
c1ccc(-c2cn3c4ccccc4nc3n2-c2ccc3c(c2)OCCO3)cc1 | -7
CC1(C)SC(=O)N(Cc2ccc(C(F)(F)F)cc2)C1=O | -5
FC(F)(F)c1cc(-c2ccccc2)nc(-n2cc(Br)cn2)n1 | -9
CO[C@H]1COC[C@@H]1NC(=O)CCn1c(C)cc2ccccc21 | -1
N#Cc1ccc(NCc2cccnc2N2CCOCC2)nc1 | -11
O=C(C[n+]1cc(=O)o[nH]1)N1CCCC(N2CCN(c3cccc(C(F)(F)F)c3)CC2)C1 (centres undefined) | -2
C=CCn1c(N)c(-c2nc3ccccc3n2C)sc1=S | -7
Cc1cc(CN(C)C(=O)[C@@]23CNC[C@@H]2CN(S(C)(=O)=O)C3)n[nH]1 | 7
Cc1cc(CN(C)C(=O)CC(c2cccc(O)c2)c2ccccc2Cl)n[nH]1 (centres undefined) | -4
CN(Cc1ncn[nH]1)C(=O)c1csc(-c2ccccc2)n1 | -2
COCCNC(=O)Cn1nc(C2CC2)c2cnn(-c3ccc(F)cc3)c2c1=O | -7
CC(C)c1cc(NC2CC(=O)N(CC(C)(C)C)C2)nc(C(F)(F)F)n1 (centres undefined) | -5
O=C(c1nc2sccn2c1CNCCc1ccncc1)N1CCCCCCC1 | 3
CCN(C)Cc1cccc(CNC(=O)CNc2ccc(Br)cc2)c1 | -9
Cc1cccc(N=C2NN=C(c3ccco3)CS2)c1 | -10
Cc1cc2cc(C(=O)NC(C)c3cnn(-c4ccccn4)c3C)ccc2o1 (centres undefined) | -2
Cc1ccc(OCCNC(=O)CCc2ccccc2F)cc1 | -3
O=[N+]([O-])c1cc(S(=O)(=O)C(F)(F)F)ccc1Nc1ccc(Cl)cn1 | -4
CC(=O)C(Sc1nc(C)nc2sc(C)c(C)c12)C(=O)N(C)C (centres undefined) | -2
CNCC(O)c1ccc(OC(=O)C(C)(C)C)c(OC(=O)C(C)(C)C)c1 (centres undefined) | -5
CCOc1ccc(-c2ccc(=O)n(CC(=O)Nc3cc(C)ccc3C)n2)cc1 | -10
Cc1cc(I)ccc1-n1[nH]c(C(F)(F)F)cc1=O | -20
Cn1cc(CN2CCCC2C(=O)Nc2ccc(-c3nc4ccccc4[nH]3)cc2)cn1 (centres undefined) | -6
COc1ccc(OC)c(Cc2nnc(CCC(=O)NC3CCCCCCC3)o2)c1 | -6
C=CCNCC(=O)N(CCc1ccc(OC)c(OC)c1)Cc1ccco1 | 1
CCC(C)n1c(C)cn2c3c(=O)n(CC(=O)OCc4ccccc4)c(=O)n(C)c3nc12 (centres undefined) | -6
CCc1cc(C(C)NC(=O)c2cc(C(C)C)nn2CC)on1 (centres undefined) | -17
CN(C)CCN(Cc1cccs1)c1ccccn1 | -6&-4&0
Cc1ccc(-c2nc3n(c2CNC(=O)C(C)C)CCS3)cc1 | -6
Cn1c(/C(C#N)=C/c2ccc(N3CCOCC3)o2)nc2ccccc21 | -13
COCCOC1CCCN(C(=O)c2ccc(Cl)cc2)C1 (centres undefined) | -4
CCc1ccc(S(=O)(=O)N2CCN(c3nc(C)cc(Nc4ccc(C)cc4)n3)CC2)cc1 | -11
O=C(CSCc1ccc(F)cc1Br)NCc1ccc(F)cc1 | 2
Nc1ccc(S(=O)(=O)Nc2cnc3ccccc3n2)cc1 | -5&1
CC(=O)c1ccc(NC(=O)N2CCC(n3cc(-c4ccsc4)nn3)CC2)cc1 | 4
Cc1cc(NCc2ccco2)c2nncn2n1 | 0
O=C(O)c1cncc(-c2cccc3c2CCNC3)c1 | 2
COC(=O)c1cc(-c2ccccc2F)on1 | 0

Additional results:
SMILES | mcGAS MS inh
CCOC(=O)CSc1nc2c(c(=O)n1-c1ccc(C)cc1)SCC2 | -6
CC(C)c1ccc(-c2noc(CCC(=O)N3CCCN(S(C)(=O)=O)CC3)n2)cc1 | 2
O=C(C1CCOC1)N1CCCC(NS(=O)(=O)c2ccccc2)C1 (centres undefined) | -9
Cc1ncc(CO)c(CN2CCCC2c2c(C)noc2C)c1O (centres undefined) | 3
COCCn1c(=O)c2c(nc3n(-c4cc(C)ccc4C)c(C)cn23)n(C)c1=O | -7
COc1c(C)cc(C(=O)N2CC(N3CCCCC3C)C2)cc1C (centres undefined) | -5
Cc1nn(CC(=O)Nc2cccc(O)c2)c(C)c1[N+](=O)[O-] | -4
COc1ccc(N2C(=O)CN(C(=O)c3cccc(N4CCCC4=O)c3)CC2(C)C)cc1 | -3
O=C1CSC(=Nc2ccc(F)cc2)N1 | -10
O=C(CN1C(=O)COCC1=O)N1CCCC2(CCNC2)C1 (centres undefined) | -14
COc1cc(C#N)cc(OC)c1OC | -1
COc1cc(CSc2n[nH]c(C(C)C)n2)ccc1OC(F)F | -28
O=C1NCC2(CCCN(C(=O)c3ccc4c(c3)CCCO4)CC2)O1 (centres undefined) | -25
COC(=O)c1occc1COC(=O)c1ccc2cn[nH]c2c1 | -11
Nc1ccc(-c2c(-c3ccccc3)[nH]n(-c3cccc(F)c3)c2=O)cc1 | -1

Random excerpt: two entries already listed
SMILES | mcGAS MS inh
O=C1CSC(=Nc2ccc(F)cc2)N1 | -10
COc1cc(CSc2n[nH]c(C(C)C)n2)ccc1OC(F)F | -28

(list continues)
SMILES | mcGAS MS inh
COCCN(Cc1cccs1)S(=O)(=O)c1c(C)c(C)cc(C)c1C | 6
c1ccc2[nH]c(CC3CCCN(Cc4cc5n(n4)CCCNC5)C3)nc2c1 (centres undefined) | -15
Cc1ccc(N2CC(C(=O)OC(C)C(=O)NCc3ccc(Cl)cc3)CC2=O)cc1 (centres undefined) | -11
Cc1ccc(C(=O)Nn2cnc3c(cnn3-c3ccc(C)c(C)c3)c2=O)cc1C | -2
O=C1NC(c2ccc(Br)cc2)=N/C1=C/c1ccccc1 | -9
O=S1(=O)C[C@@H]2NCCN(S(=O)(=O)NCc3ccccc3)[C@@H]2C1 | -5
CCOC(=O)N1CCN(S(=O)(=O)c2c(C)nc3scc(C)n3c2=O)CC1 | -8
Cc1noc(C(C)NC(=O)/C=C/c2ccc(-c3ccccc3)s2)n1 (centres undefined) | -3
O=C(O)c1cccc(CC2CCN(Cc3ccncc3)CC2)c1 | -21
COc1ccc(F)c(F)c1-c1nccn1CCCc1nn[nH]n1 | -4
CC(C)C[C@@H](N)C(=O)N(C)Cc1nc(-c2ccccn2)no1 | 3
C#CCn1c(=NC(=O)c2ccc(C(C)=O)cc2)sc2cccc(F)c21 | 3
O=C(CCc1ccccc1)NCCCN1CCOC(c2ccccc2)C1 (centres undefined) | -3
O=C(Nc1cccc2cn[nH]c12)c1ccc(=O)n(-c2ccc(F)cc2)c1 | 10
Cc1ccnc(Nc2ccc(NCCNC(=O)CCC3CCCCC3)nn2)c1 | -3

Of the compounds above, these have a tert-butyl group.
SMILES | mcGAS MS inh
CC1OC(=O)C(C(=O)C(C)(C)C)=C(C(C)(C)C)O1 (centres undefined) | -23
CC(C)c1cc(NC2CC(=O)N(CC(C)(C)C)C2)nc(C(F)(F)F)n1 (centres undefined) | -5
CNCC(O)c1ccc(OC(=O)C(C)(C)C)c(OC(=O)C(C)(C)C)c1 (centres undefined) | -5

Arranged by SMILES length (ascending): part of the list above
SMILES | mcGAS MS inh
COCCN(Cc1cccs1)S(=O)(=O)c1c(C)c(C)cc(C)c1C | 6
O=S1(=O)C[C@@H]2NCCN(S(=O)(=O)NCc3ccccc3)[C@@H]2C1 | -5
Cc1ccc(N2CC(C(=O)OC(C)C(=O)NCc3ccc(Cl)cc3)CC2=O)cc1 (centres undefined) | -11

(next part)
SMILES | mcGAS MS inh
CCc1nc(Cn2nc(C3CCCNC3)n(-c3ccccc3)c2=O)cs1 (centres undefined) | -4
O=C(c1n[nH]c2c1CCC2)N1CC[C@@H](c2ccc3ccccc3c2)[C@H](O)C1 | -4
O=c1c(=Cc2ccccc2I)sc2nc3ccccc3n12 | -3
CCC(=O)Nc1ccc(SCC(=O)NCC2CCCO2)nn1 (centres undefined) | -7
Cc1cc(F)ccc1NC(=O)CCC1CCCN(Cc2cccc3c2OCO3)C1 (centres undefined) | -12
CC1(C(=O)Nc2ccc3c(c2)OCO3)CCN1C(=O)c1ccco1 (centres undefined) | -10
CCCCN(C(=O)NC(=O)NC(C)C12CC3CC(CC(C3)C1)C2)S(C)(=O)=O (centres undefined) | -8
Cn1c(C(=O)N2CCCCCC2)cc2c(=O)n3ccccc3nc21 | -13&-3
Cc1cc(=O)oc2cc(C3CC(=O)Nc4[nH]ncc43)ccc12 (centres undefined) | -4
O=c1cc(CSc2nnc(-c3cccnc3)o2)nc2ccc(Br)cn12 | 0
Cc1cc2cc(C(=O)NCc3noc(Cc4ccccc4)n3)ccc2o1 | -9
CCn1nc(NC(C)=O)c2cc3cc(C)ccc3nc21 | 15
CCN(CC)C(=O)CN(Cc1ccc(Cl)c(Cl)c1)S(=O)(=O)c1ccccc1 | -5
Cc1c(Cl)cccc1S(=O)(=O)Nc1ccc(CC(=O)N2CCCC2)cc1 | -6
CC1CCCCC1NC(=O)COC(=O)C1CC2CCCC(C1)C2=O (centres undefined) | -8
C=CCNCC(=O)N(CCc1ccc(OC)c(OC)c1)Cc1sccc1C | -4
CC(C)c1n[nH]c2c1CN(CCC(=O)N1CCCc3ccccc31)CC2 | -13
CCOc1ccc(N2CCc3c2nc2ccc(Br)cc2c3N)cc1 | 12
Cn1cnnc1Sc1ccc(C2NCCc3[nH]cnc32)o1 (centres undefined) | 7
CC(C)SCC(=O)N1CC[C@@H](c2ccc3c(c2)OCO3)[C@H](O)C1 | -41
CC1(C(=O)NS(=O)(=O)c2ccc(Cl)cc2)CCN1C(=O)C1CC1 (centres undefined) | -10
O=S(=O)(NC1CC1)c1ccc2ccccc2c1 | -3
COc1cc(C(=O)N2CCOC(COc3ccc(Cl)c(C)c3)C2)cc(OC)c1C (centres undefined) | -4
CC1c2ccc(-c3nn[nH]n3)n2CCN1C(=O)OC(C)(C)C (centres undefined) | -1
CCc1ccc(N2CCC(NS(=O)(=O)CC)CC2)cc1 | -9
COC(=O)c1c(NC(=O)CNC(C)(C)C)sc2c1CCCC2 | -4
C=C(C)CSc1n[nH]c(=S)s1 | -2
